eIF4E 4G PPI – eIF4E/eIF4G interaction inhibition in translation initiation. TR-FRET eIF4E-eIF4GI(517-606) binding, 2 h. inhibition, % at 21.7 µM. P63073+Q04637. 220,000 compounds, 0.37% hits;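 active = inhibition above about 30%, limit read from the data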;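 note: 0% = full FRET control wells and 100% = background wells lacking eIF4GI fragment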
Target sequence (P63073 whole entry, looked up, the tested form may be a part): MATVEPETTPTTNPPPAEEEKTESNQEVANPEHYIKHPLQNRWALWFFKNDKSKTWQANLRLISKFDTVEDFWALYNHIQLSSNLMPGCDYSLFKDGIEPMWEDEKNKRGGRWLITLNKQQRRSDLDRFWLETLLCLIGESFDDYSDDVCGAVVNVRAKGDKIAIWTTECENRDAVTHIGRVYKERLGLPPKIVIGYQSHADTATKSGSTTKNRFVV
Target sequence (Q04637 whole entry, looked up, the tested form may be a part): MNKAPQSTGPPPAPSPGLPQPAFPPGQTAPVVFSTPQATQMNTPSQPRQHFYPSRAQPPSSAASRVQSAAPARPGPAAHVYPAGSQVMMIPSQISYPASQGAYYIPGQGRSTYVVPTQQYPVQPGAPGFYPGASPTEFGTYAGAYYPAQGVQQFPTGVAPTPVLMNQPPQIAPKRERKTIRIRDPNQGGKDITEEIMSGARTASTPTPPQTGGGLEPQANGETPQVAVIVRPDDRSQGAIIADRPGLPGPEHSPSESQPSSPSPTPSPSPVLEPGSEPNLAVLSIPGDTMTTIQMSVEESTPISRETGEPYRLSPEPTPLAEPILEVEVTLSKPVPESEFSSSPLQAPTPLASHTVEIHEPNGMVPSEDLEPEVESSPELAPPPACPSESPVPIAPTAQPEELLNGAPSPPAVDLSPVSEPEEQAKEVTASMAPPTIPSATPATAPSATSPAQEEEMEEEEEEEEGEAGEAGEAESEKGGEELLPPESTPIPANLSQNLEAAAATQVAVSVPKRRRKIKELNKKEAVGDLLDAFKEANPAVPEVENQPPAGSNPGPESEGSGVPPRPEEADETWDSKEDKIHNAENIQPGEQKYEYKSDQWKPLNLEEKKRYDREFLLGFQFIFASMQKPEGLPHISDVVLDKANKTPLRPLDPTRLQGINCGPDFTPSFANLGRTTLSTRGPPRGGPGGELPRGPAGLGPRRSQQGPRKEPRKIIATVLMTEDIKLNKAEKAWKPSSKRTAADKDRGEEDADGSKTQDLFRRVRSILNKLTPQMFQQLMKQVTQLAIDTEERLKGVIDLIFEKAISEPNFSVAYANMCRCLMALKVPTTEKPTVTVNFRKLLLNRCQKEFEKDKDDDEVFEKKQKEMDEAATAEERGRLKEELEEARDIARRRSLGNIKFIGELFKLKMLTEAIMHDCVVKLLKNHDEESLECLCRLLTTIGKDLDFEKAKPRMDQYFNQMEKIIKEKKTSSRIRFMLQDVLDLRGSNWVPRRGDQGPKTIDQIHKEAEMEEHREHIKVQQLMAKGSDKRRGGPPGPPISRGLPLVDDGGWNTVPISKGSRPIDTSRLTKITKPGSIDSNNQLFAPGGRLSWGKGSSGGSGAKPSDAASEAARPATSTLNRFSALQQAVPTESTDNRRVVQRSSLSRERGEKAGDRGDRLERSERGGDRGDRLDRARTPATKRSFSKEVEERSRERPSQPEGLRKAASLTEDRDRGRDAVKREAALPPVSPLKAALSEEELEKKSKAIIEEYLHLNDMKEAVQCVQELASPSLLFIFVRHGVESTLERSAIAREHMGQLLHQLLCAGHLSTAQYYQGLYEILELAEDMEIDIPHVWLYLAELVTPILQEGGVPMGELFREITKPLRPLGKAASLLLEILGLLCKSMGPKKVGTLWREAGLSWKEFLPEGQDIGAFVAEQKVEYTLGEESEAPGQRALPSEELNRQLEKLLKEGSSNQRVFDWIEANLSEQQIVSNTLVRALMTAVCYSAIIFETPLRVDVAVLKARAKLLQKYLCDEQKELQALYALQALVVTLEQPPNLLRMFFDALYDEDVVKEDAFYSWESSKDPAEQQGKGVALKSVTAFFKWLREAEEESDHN
EP2 modulator – EP2 receptor (human) modulation; P43116; EP2-expressing cells, cAMP HTRF FRET, PGE2 co-stimulation; induction, % at 25 µM; 260,000 compounds, 0.83% hits;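 active = compounds whose cAMP rise, as percent of the full-agonist control response, exceeds 60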;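 note: rat C6 glioma line stably carrying human EP2 under a CMV promoter; the protocol text gives 20 µM as final concentration; 100% = response of wells given 1 µM PGE2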
PGE2 EP2 inh – blocks the human prostaglandin E2 receptor EP2; P43116; C6 glioma cells expressing human EP2, cAMP TR-FRET; cells stimulated with saturating PGE2; inhibition, % at 25 µM; 260,000 compounds, 0.52% hits; AID 1422;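 active = percent inhibition above 40 after rounding to a whole number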;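 note: rat C6 glioma host cells with rolipram phosphodiesterase inhibitor present; the protocol text gives 20 µM as final concentration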
Hck Nef HTS – human Hck-Nef kinase inhibition | Recombinant Hck-YEEI plus Nef, Z-Lyte FRET kinase assay | AID 463187 | P08631 | inhibition, % at 20 µM | 220,000 compounds, 0.68% hits;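 active = Hck-Nef kinase inhibition above about 50%, limit read from the data; inactive = inhibition below that limit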;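 note: 0% = DMSO with Hck plus Nef and 100% = Hck alone without Nef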
zVAD death inh – L929 zVAD cell death inhibition. AID 1377. 220,000 compounds, 0.38% hits. viability rescue, % at 10 µM. L929 zVAD necroptosis rescue, ATP luminescence, 24 h; with zVAD 60 µM;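 active = activation, scaled between plate controls, above about 75%, limit read from the data; inactive = activation under that limit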;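 note: 0% = zVAD with DMSO and 100% = DMSO alone without zVAD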
14-3-3 Bad PPI – disrupts binding of bovine 14-3-3 zeta to phospho-Bad peptide; P63103; TR-FRET 14-3-3zeta/Dy647-pBad peptide displacement, 1 h; inhibition, % at 21.7 µM; 220,000 compounds, 0.71% hits;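 active = inhibition above about 70%, limit read from the data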;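 note: 0% = full 14-3-3 plus peptide FRET controls and 100% = background without 14-3-3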
m-calpain inh – inhibitors of pig calpain II; purified calpain II, fluorogenic peptide substrate, 30 min; inhibition, % at 16 µM; 220,000 compounds, 0.37% hits; AID 1236;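 active = inhibition above about 50%, limit read from the data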
TbHK1 inh – blocks Trypanosoma brucei hexokinase 1 activity; recombinant TbHK1, G6PDH-coupled NADH A340; inhibition, % at 10 µM; 220,000 compounds, 0.11% hits; AID 1430;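 active = inhibition of 50% or more in the single-dose primary screen; inactive = inhibition below 50%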
Rad51 HR inh – Rad51 (human) homologous recombination inhibition | Q06609 | hRad51 DNA strand exchange, fluorescence dequenching | inhibition, % at 10 µM | 200,000 compounds, 0.085% hits | AID 1385;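 active = inhibition above 40% at the single screening dose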;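 note: 0% = DMSO control wells and 100% = blanks with heterologous ssDNA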
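Material: human Rad51–ssDNA filaments; Probe or stimulus: labelled 47-mer dsDNA for strand exchange; Doses: single 10 µM dose; Incubation: 37 °C 15-min filament assembly, 30-min compound preincubation, 15-min exchange; Technique: FRET fluorescence dequenching, excitation 485 nm, emission 520 nm; Measure: Fluorescence-based percent inhibition, control- and blank-normalised; Benchmarks: plate control and blank wells.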
Numbers without * were called inactive; [ ] = remark or other dose.

Results for COc1ccc(C2C3=C(N=C4SCC(=O)N42)c2ccccc2CC3)cc1OC (stereo not drawn) ?
eIF4E 4G PPI: 1; EP2 modulator: -34; PGE2 EP2 inh: 7; Hck Nef HTS: 0; zVAD death inh: 0.2; 14-3-3 Bad PPI: 5; m-calpain inh: -27; TbHK1 inh: -9; Rad51 HR inh: 8

Results for O=C(O)C1CCCN(S(=O)(=O)c2ccc(Cl)s2)C1 (stereo not drawn) ?
eIF4E 4G PPI: -5; EP2 modulator: 1; PGE2 EP2 inh: 9; Hck Nef HTS: 16; zVAD death inh: 1.3; 14-3-3 Bad PPI: -2[fluorescence artefact?]; m-calpain inh: -4; TbHK1 inh: -3; Rad51 HR inh: -1

Results for O=c1[nH]n(CC2COC3(CCCCC3)O2)c(=O)c2ccccc12 (stereo not drawn) ?
eIF4E 4G PPI: -7; EP2 modulator: 30; PGE2 EP2 inh: 8; Hck Nef HTS: 0; zVAD death inh: 0.0; 14-3-3 Bad PPI: -12[fluorescence artefact?]; m-calpain inh: -34; TbHK1 inh: -1; Rad51 HR inh: 5

Results for CCSC1=NC2(CCCCC2)Nc2sc3c(c21)CCCC3 ?
eIF4E 4G PPI: -2; EP2 modulator: 24; PGE2 EP2 inh: 11; Hck Nef HTS: 3; zVAD death inh: 0.6; 14-3-3 Bad PPI: 16; m-calpain inh: -8; TbHK1 inh: -4; Rad51 HR inh: 4

Results for Cc1ccc2c(CSc3nnnn3C)cc(=O)oc2c1 ?
eIF4E 4G PPI: 3; EP2 modulator: 19; PGE2 EP2 inh: 5; Hck Nef HTS: 4; zVAD death inh: 1.0; 14-3-3 Bad PPI: 12; m-calpain inh: -29; TbHK1 inh: -12; Rad51 HR inh: 20

How did O=C1c2cccnc2C(Nc2ccccc2Br)N1Cc1ccco1 (stereo not drawn) do in these assays?
eIF4E 4G PPI: 0; EP2 modulator: -40; PGE2 EP2 inh: 5; Hck Nef HTS: 25; zVAD death inh: -0.3; 14-3-3 Bad PPI: -2; m-calpain inh: -24; TbHK1 inh: 1; Rad51 HR inh: -1

How did COc1cc(NC(=S)Nc2ccc(Br)cc2Cl)c(OC)cc1Cl do in these assays?
eIF4E 4G PPI: -3[fluorescence artefact?]; EP2 modulator: -3; PGE2 EP2 inh: 8; Hck Nef HTS: 1; zVAD death inh: -0.8; 14-3-3 Bad PPI: -13[fluorescence artefact?]; m-calpain inh: 26; TbHK1 inh: -3; Rad51 HR inh: -10

What do the screens show for `Fc1cc(F)c2nc(Nc3nc4c(F)cccc4s3)sc2c1`?
eIF4E 4G PPI: 2[fluorescence artefact?]; EP2 modulator: -35; PGE2 EP2 inh: 4; Hck Nef HTS: -3; zVAD death inh: 0.1; 14-3-3 Bad PPI: -9; m-calpain inh: -5; TbHK1 inh: 43; Rad51 HR inh: -15

Results for CCOc1ccc(NS(=O)(=O)c2ccc(NC(=O)[C@@H]3CCCC[C@@H]3C(=O)O)cc2)cc1 ?
eIF4E 4G PPI: 4[fluorescence artefact?]; EP2 modulator: 10; PGE2 EP2 inh: 8; Hck Nef HTS: 3; zVAD death inh: 2.1; 14-3-3 Bad PPI: -7[fluorescence artefact?]; m-calpain inh: -15; TbHK1 inh: -12; Rad51 HR inh: 14

How did CC(C)(C)NC[C@H](O)COc1nsnc1N1CCOCC1 do in these assays?
eIF4E 4G PPI: -2; EP2 modulator: 19; PGE2 EP2 inh: 12; Hck Nef HTS: -1; zVAD death inh: 2.9; 14-3-3 Bad PPI: 0; m-calpain inh: -5; TbHK1 inh: 2; Rad51 HR inh: -8

How did COC(=O)CCC(=O)OC1(C)C(=O)C=C2C=C(C3CC3)N(CCc3c[nH]c4ccccc34)C=C2C1=O (stereo not drawn) do in these assays?
eIF4E 4G PPI: -7; EP2 modulator: -15; PGE2 EP2 inh: 10; Hck Nef HTS: 26; zVAD death inh: -0.8; 14-3-3 Bad PPI: -3; m-calpain inh: -10; TbHK1 inh: -38; Rad51 HR inh: 1

What do the screens show for `COc1ccc(OC)c(C2C(C(=O)Nc3ccccc3OC)=C(C)Nc3nc(CCCO)nn32)c1` (stereo not drawn)?
eIF4E 4G PPI: 2; EP2 modulator: 22; PGE2 EP2 inh: 2; Hck Nef HTS: 2; zVAD death inh: 1.3; 14-3-3 Bad PPI: 7[fluorescence artefact?]; m-calpain inh: -13; TbHK1 inh: -6; Rad51 HR inh: -8

What do the screens show for `CC(C)C[C@H](NC(=O)Nc1ccc(Oc2ccccc2)cc1)C(=O)O`?
eIF4E 4G PPI: 0; EP2 modulator: 40; PGE2 EP2 inh: 6; Hck Nef HTS: -2; 14-3-3 Bad PPI: 5; m-calpain inh: 9; TbHK1 inh: -3

How did O=C1NCC(COCC2CC=CCC2)O1 (stereo not drawn) do in these assays?
eIF4E 4G PPI: -18[fluorescence artefact?]; EP2 modulator: 3; PGE2 EP2 inh: 9; Hck Nef HTS: 2; zVAD death inh: 9.0; 14-3-3 Bad PPI: -8[fluorescence artefact?]; m-calpain inh: 7; TbHK1 inh: -1; Rad51 HR inh: 1

Results for CC1Cc2ccccc2N1C(=O)CCS(=O)(=O)c1cccs1 (stereo not drawn) ?
eIF4E 4G PPI: -1; EP2 modulator: 15; PGE2 EP2 inh: 1; Hck Nef HTS: -9; zVAD death inh: -0.5; 14-3-3 Bad PPI: -1; m-calpain inh: 6; TbHK1 inh: 8; Rad51 HR inh: -1

Results for CCCCNC(=O)c1ccc(N2CCC3(CC2)OCCO3)c([N+](=O)[O-])c1 ?
eIF4E 4G PPI: 3; EP2 modulator: -36; PGE2 EP2 inh: 13; Hck Nef HTS: -1; zVAD death inh: 4.2; 14-3-3 Bad PPI: -1; m-calpain inh: -6; TbHK1 inh: 26; Rad51 HR inh: 1

Results for CCn1nc(C(=O)OCC(=O)Nc2nc(-c3ccc(OC)cc3)cs2)c2ccccc2c1=O ?
eIF4E 4G PPI: -37; EP2 modulator: 3; PGE2 EP2 inh: 4; Hck Nef HTS: 4; zVAD death inh: 0.2; 14-3-3 Bad PPI: 13; m-calpain inh: -10; TbHK1 inh: -5; Rad51 HR inh: 11

How did COc1ccc(-c2csc(NC(=O)c3ccc(S(C)(=O)=O)cc3)n2)cc1 do in these assays?
eIF4E 4G PPI: 1; EP2 modulator: -45; PGE2 EP2 inh: 14; Hck Nef HTS: 9; zVAD death inh: -1.6; 14-3-3 Bad PPI: -8; m-calpain inh: -1; TbHK1 inh: 3; Rad51 HR inh: -9

How did COc1ccccc1CCNC(=O)CSc1nnc2ccc(-c3ccncc3)nn12 do in these assays?
eIF4E 4G PPI: -1; EP2 modulator: 20; PGE2 EP2 inh: 6; Hck Nef HTS: 20; zVAD death inh: 1.2; 14-3-3 Bad PPI: -7; m-calpain inh: 4; TbHK1 inh: -4; Rad51 HR inh: -1

What do the screens show for `NNC(=S)NC1CCS(=O)(=O)C1` (stereo not drawn)?
eIF4E 4G PPI: -8; EP2 modulator: -40; PGE2 EP2 inh: 6; Hck Nef HTS: 10; zVAD death inh: 0.6; 14-3-3 Bad PPI: -4; m-calpain inh: -14; TbHK1 inh: -5; Rad51 HR inh: 12

What do the screens show for `CCC1Oc2ccccc2N(CC(=O)Nc2ccc(OC)cc2OC)C1=O` (stereo not drawn)?
eIF4E 4G PPI: 1; EP2 modulator: 2; PGE2 EP2 inh: 7; Hck Nef HTS: 0; zVAD death inh: -0.1; 14-3-3 Bad PPI: -3; m-calpain inh: 10; TbHK1 inh: 1; Rad51 HR inh: -1

What do the screens show for `O=C(CSc1ncnc2nc[nH]c12)c1ccc2ccccc2c1`?
eIF4E 4G PPI: 1[fluorescence artefact?]; EP2 modulator: -75; PGE2 EP2 inh: 3; Hck Nef HTS: 15; zVAD death inh: -0.2; 14-3-3 Bad PPI: 4[fluorescence artefact?]; m-calpain inh: -14; TbHK1 inh: 2; Rad51 HR inh: -2

How did C#CCSc1nnc(CSc2nc3ccccc3s2)n1-c1ccccc1 do in these assays?
eIF4E 4G PPI: -1; EP2 modulator: 33; PGE2 EP2 inh: 7; Hck Nef HTS: 2; zVAD death inh: -1.3; 14-3-3 Bad PPI: 3; m-calpain inh: -5; TbHK1 inh: 17; Rad51 HR inh: -1

What do the screens show for `CC1(C)Cc2c(sc3nc4n(-c5ccccc5)cnn4c(=O)c23)CO1`?
eIF4E 4G PPI: 4; EP2 modulator: 17; PGE2 EP2 inh: 6; Hck Nef HTS: 4; zVAD death inh: 0.3; 14-3-3 Bad PPI: 1; m-calpain inh: -16; TbHK1 inh: -3; Rad51 HR inh: 16

Results for COc1ccc(Cl)cc1C(=O)NCC(C)C ?
eIF4E 4G PPI: 5[fluorescence artefact?]; EP2 modulator: 10; PGE2 EP2 inh: 20; Hck Nef HTS: 0; zVAD death inh: -0.4; 14-3-3 Bad PPI: 7[fluorescence artefact?]; m-calpain inh: -11; TbHK1 inh: 2; Rad51 HR inh: 2

Results for COc1cc2nc3occc3c(OC)c2cc1OC ?
eIF4E 4G PPI: -2; EP2 modulator: 18; PGE2 EP2 inh: 3; Hck Nef HTS: 1; zVAD death inh: 70; 14-3-3 Bad PPI: 1; m-calpain inh: -34; TbHK1 inh: -15; Rad51 HR inh: 6

Results for CCCCCc1cc(=O)oc2c(C(CCN3CCCCC3)c3ccc4c(c3)OCO4)c(OC)cc(OC)c12 (stereo not drawn) ?
eIF4E 4G PPI: 1; EP2 modulator: 12; PGE2 EP2 inh: 4; Hck Nef HTS: 33; zVAD death inh: 9.2; 14-3-3 Bad PPI: 6; m-calpain inh: 0; TbHK1 inh: 6; Rad51 HR inh: 1

What do the screens show for `O=C(CSc1ncn[nH]1)c1cccc([N+](=O)[O-])c1`?
eIF4E 4G PPI: 6[fluorescence artefact?]; EP2 modulator: 6; PGE2 EP2 inh: 12; Hck Nef HTS: 0; zVAD death inh: -0.1; 14-3-3 Bad PPI: -7[fluorescence artefact?]; m-calpain inh: -3; TbHK1 inh: 24; Rad51 HR inh: -1

What do the screens show for `Cc1cccc(NC(=O)Cn2nnc(C(=O)NCc3ccco3)c2N)c1`?
eIF4E 4G PPI: -2; EP2 modulator: 18; PGE2 EP2 inh: 11; Hck Nef HTS: 15; zVAD death inh: 1.6; 14-3-3 Bad PPI: -12; m-calpain inh: -15; TbHK1 inh: 3; Rad51 HR inh: -6

What do the screens show for `CS(=O)(=O)N(Cc1ccc(Cl)cc1)c1ccc(C(=O)Nc2cccnc2)cc1`?
eIF4E 4G PPI: 4; EP2 modulator: -34; PGE2 EP2 inh: 4; Hck Nef HTS: 0; zVAD death inh: 1.2; 14-3-3 Bad PPI: 8; m-calpain inh: -49; TbHK1 inh: 1; Rad51 HR inh: -9

How did Cn1ncc(Br)c1C(=O)NC1C2CC3CC(C2)CC1C3 (stereo not drawn) do in these assays?
eIF4E 4G PPI: 0; EP2 modulator: 37; PGE2 EP2 inh: 8; Hck Nef HTS: 3; zVAD death inh: 0.3; 14-3-3 Bad PPI: 3; m-calpain inh: 5; TbHK1 inh: 0

Results for N#CCCN(C(=O)COC(=O)c1ccc2c(c1)NC(=O)CS2)c1ccc2c(c1)OCCO2 ?
eIF4E 4G PPI: -8[fluorescence artefact?]; EP2 modulator: -48; PGE2 EP2 inh: 14; Hck Nef HTS: 1; zVAD death inh: -0.4; 14-3-3 Bad PPI: 13[fluorescence artefact?]; m-calpain inh: -6; TbHK1 inh: 2; Rad51 HR inh: 3

Some of the compounds tested (hit frequency here may not be typical).
